Source: PubChem BioAssay (National Center for Advancing Translational Sciences (NCATS))
AMA1-RON2 inh: disrupts binding of P. falciparum AMA1 to RON2. AlphaScreen AMA1-biotinylated RON2 peptide binding. Potency, µM (titrated, usually from 58.2 µM), without a hit: at the highest dose activity change, negative = inhibition, actives largely listed as inhibitors. hit rate 0.2% among 360,000. AID 720542;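 note: potency is the fitted concentration of half-maximal effect; 0% = vehicle wells and -100% = peptide control; nearly all actives have a fitted effect of over 45% in size; some results filed as inactive show a strong effect at the top dose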
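AMA1 (3D7) with his tag at 25 nM final met compounds first, then biotinylated RON2 peptide at 25 nM; detection used donor plus acceptor beads, 10 µg/mL apiece, read by AlphaScreen after 30 min at room temperature.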
Giardia FBPA inh: inhibitors of Giardia lamblia fructose-1,6-bisphosphate aldolase. purified Giardia FBPA. AID 2451. hit rate 0.71% among 290,000. Potency, µM (titrated, usually from 59.6 µM), for the others: at the top dose activity, negative = inhibition, most hits filed as inhibitors. A8B2U2; note: potency is the fitted concentration of half-maximal effect; nearly all actives have a fitted effect of over 55% in size
Target sequence (A8B2U2 whole entry, looked up): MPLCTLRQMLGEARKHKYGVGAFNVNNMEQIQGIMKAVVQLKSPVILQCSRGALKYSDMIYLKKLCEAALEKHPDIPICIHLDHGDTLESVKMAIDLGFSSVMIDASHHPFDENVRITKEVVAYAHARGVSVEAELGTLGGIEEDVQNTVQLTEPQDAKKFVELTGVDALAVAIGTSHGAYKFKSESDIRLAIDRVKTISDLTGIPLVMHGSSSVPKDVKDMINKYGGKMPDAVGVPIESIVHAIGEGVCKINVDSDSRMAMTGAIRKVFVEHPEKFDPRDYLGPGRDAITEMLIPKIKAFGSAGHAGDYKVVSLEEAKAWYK
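40 nM FBPA preincubated 10 min at RT with compound (up to 57.5 uM final), then substrate plus GAPDH/TPI/NAD/arsenate coupling and diaphorase/resazurin added. Fluorescence read after 20 min at RT, 525/598 nm.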
Sm TGR block: inhibitors of Schistosoma mansoni thioredoxin glutathione reductase | Q962Y6 | purified TGR, DTNB reduction, TNB absorbance 405 nm | Potency, µM (highest dose often 114 µM), for inactives: top-dose activity change, negative = inhibition, hits mostly inhibitors | hit rate 3% among 360,000 | AID 485364; note: potency is the fitted concentration of half-maximal effect; nearly all actives have a fitted effect of over 60% in size
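TGR 20 nM + NADPH 100 uM (dispensed conc.), cpd preinc 15 min RT; start with NADPH (500 uM addition) then DTNB (15 mM addition). Kinetic TNB absorbance, 405 nm filter. Four-parameter Hill fit across titration.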
AmpC inh detg: inhibitors of E. coli AmpC beta-lactamase with detergent; P00811; AmpC hydrolysis of nitrocefin, absorbance 480 nm, 0.01% Triton; Potency, µM (titrated, usually from 114 µM), inactives show top-dose activity change, negative = inhibition, actives largely listed as inhibitors; hit rate 0.041% among 370,000; AID 485294;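 note: potency is the fitted concentration of half-maximal effect; 0% = no-compound wells and -100% = no-enzyme wells; nearly all actives have a fitted effect of over 25% in size; some results filed as inactive show a strong effect at the top dose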
Target sequence (P00811 whole entry, looked up): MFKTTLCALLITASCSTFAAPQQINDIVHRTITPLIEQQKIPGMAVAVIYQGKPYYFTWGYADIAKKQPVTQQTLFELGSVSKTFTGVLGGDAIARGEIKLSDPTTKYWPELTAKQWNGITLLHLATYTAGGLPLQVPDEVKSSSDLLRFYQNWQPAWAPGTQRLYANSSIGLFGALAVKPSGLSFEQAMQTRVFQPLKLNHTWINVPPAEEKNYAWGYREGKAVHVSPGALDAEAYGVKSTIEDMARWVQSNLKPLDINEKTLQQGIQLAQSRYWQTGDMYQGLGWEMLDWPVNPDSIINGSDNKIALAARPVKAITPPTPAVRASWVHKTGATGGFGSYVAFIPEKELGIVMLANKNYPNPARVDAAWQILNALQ
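20 mM phosphate pH 7.0 + 0.01% (detergent screen) or 0.0001% Triton X-100; 5.3 nM AmpC reagent; cpd preinc 15 min RT; nitrocefin (800 uM stock) to start; A480 q20 s × 4 min; Activity was normalised to no-enzyme and no-compound control wells.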
HCV inh: HCV inhibition. Huh7.5.1 HCVcc-Cre infection, luciferase reporter, 44 h. Potency, µM (series often up to 41.8 µM), without a hit: top-dose activity change, negative = inhibition, most hits filed as inhibitors. hit rate 3.4% among 340,000; note: potency is the fitted concentration of half-maximal effect
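Reporter virus HCVcc-Cre (~0.5 moi) infects cells exposed to compound; seeding density 1,000 cells/well with 4 h settling beforehand. Luminescence, 15 sec read, taken 44 h post-infection following a 15 min RT substrate incubation.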
HCMV antiviral: inhibitors of human cytomegalovirus. HFF cells, HCMV-luciferase reporter, 72 h; hits give low values. activity change, negative = inhibition, % at 57.5 µM. hit rate 4.5% among 410,000. AID 1259415; in the data active = activity change below about -60%; inconclusive = no clear call, values can overlap the other calls; inactive = above about -39%
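Steps: HFFs plated, 16 h 37C; compounds added; HCMV-luciferase added to MOI 1 PFU/cell; 72 h 37C; OneGlo reagent, 5 min room temperature; luminescence read, normalized to controls.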
The depositor's hits bear a star; ? = inconclusive; . = no result given; [ ] = remark or other dose. Unless noted, calls come from the whole dose curve; as a rule, active = well fitted curve in the direction sought with a large enough effect; inconclusive = small, poorly fitted or top-dose-only effect, or another doubt; inactive = no such curve, though single readings can be large; an effect the other way counts as inactive or inconclusive. Unless noted, % is set by controls: 0 for no effect and ±100 for the full control effect. An unsorted share of the library; any-hit rate near 9.3%.

1) O=C(NCCCCc1ccccc1)C1CC(c2cc(C(F)(F)F)cc(C(F)(F)F)c2)=NO1 (configuration not stated)
2) COc1ccc(OC)c(NC(=O)Cn2cccc2)c1
3) Cn1ncc(Br)c1C(=O)NCc1cccs1
4) Cc1cccc(C(=O)NCC(=O)OCc2cc(=O)n3ccsc3n2)c1
5) CCC(C)C(NC(=O)c1ccccc1NC(=O)c1ccccc1)C(=O)N1CCOCC1 (configuration not stated)
6) CCC(C)NC(=O)Cn1cc(S(=O)(=O)N2CCN(c3ccccc3F)CC2)c2ccccc2c1=O (configuration not stated)
7) CC(=O)NC12CC3CC(C1)CC(C(=O)N1CCN(S(=O)(=O)c4ccccc4C#N)CC1)(C3)C2
8) COc1ccc(CCNC(=O)CSc2nnc(-c3ccco3)c(-c3ccco3)n2)cc1OC

Screen / compound no.	1	2	3	4	5	6	7	8
AMA1-RON2 inh	27%	-16%	-3%	8%	4%	-8%	61%[activator]	.
Giardia FBPA inh	1%	2%	-2%	.	4%	-1%	.	13µM*
Sm TGR block	6%	-13%	-13%	-6%	6%	-2%	.	2.2µM*
AmpC inh detg	-5%	-1%	0%	-17%	-12%	-5%	.	?
HCV inh	7%	?	-11%	12%	6%	?	-2%	.
HCMV antiviral	19	47	-26	-20	?	-30	9	.

9) Cc1cc2cc(C)c(NCCNC(=O)c3cccc(F)c3)nc2cc1C
10) COc1cc(OC)cc(-c2nnc(SCC(=O)Nc3cccc(C(=O)O)c3)s2)c1
11) CC(C)(C)C(=O)N(Cc1ccc(Cl)cc1)c1cnccn1
12) CC(=O)c1c(C)[nH]c(C(=O)OCC(=O)c2c[nH]c3ccccc23)c1C
13) Cc1occc1C(=O)N/N=C/c1c[nH]c2ccccc12
14) CCOc1ccc(S(=O)(=O)NN=C(C)c2cccnc2)cc1
15) O=C1NCCN(CC2CCN(CCc3ccc(Cl)c(Cl)c3)CC2)C1=O
16) COc1ccc(-c2n[nH]c3c2cnc2cc(OC)c(OC)cc23)cc1

Screen / compound no.	9	10	11	12	13	14	15	16
AMA1-RON2 inh	-1%	-4%	-1%	-13%	17%	0%	0%	.
Giardia FBPA inh	2%	?	1%	.	-7%	.	.	.
Sm TGR block	.	9%	-5%	-15%	0%	.	.	7%
AmpC inh detg	-4%	2%	1%	-2%	-9%	.	.	9%
HCV inh	-8%	14%	?	?	18%	18%	?	.
HCMV antiviral	-34	-34	-64*	73	368	2	6	-9

17) COc1ccc(C(CNC(=O)CSc2ccc(Br)cc2)N2CCOCC2)cc1 (configuration not stated)
18) COC(OC)C1(C)C(C#N)=C(N)Oc2c1c(=O)oc1ccccc21 (configuration not stated)
19) CCc1nnc(NS(=O)(=O)c2ccc(NC(=S)NC(=O)c3ccncc3)cc2)s1
20) C=C(C)C1CC=C(C)/C(=N\NC(=O)CCC(=O)Nc2ccc(C)c(C)c2)C1 (configuration not stated)
21) COc1ccc(N2CCC(CNC(=O)Nc3cccc(OC)c3)C2)cc1 (configuration not stated)
22) NC[C@H](Cc1ccccc1)NCCc1cc(C(F)(F)F)cc(C(F)(F)F)c1
23) COc1ccc(OC)c(C(=O)c2ccc(C(=O)N3CCCCC3)cc2)c1
24) Cc1cnc(C(=O)NC2CC(C)(C)Cc3c2cnn3-c2cccc(F)c2)cn1 (configuration not stated)

Screen / compound no.	17	18	19	20	21	22	23	24
AMA1-RON2 inh	-17%	0%	10%	69%[activator]	?	98%[activator]	-13%	6%
Giardia FBPA inh	.	-6%	2%	-1%	?	.	7%	.
Sm TGR block	-5%	-4%	20µM*	22%	-27%	.	16%	1%
AmpC inh detg	-3%	8%	-1%	-3%	2%	.	6%	2%
HCV inh	18%	6%	10%	-11%	.	?	-16%	-4%
HCMV antiviral	-16	56	?	-30	-14	16	-32	-19

25) Cn1cc(S(=O)(=O)N2CCc3ccccc3C2)c(=O)n(C)c1=O
26) Cc1cc(Cl)ccc1N=c1ssnc1Cl
27) CCn1ccnc1CN1CCN(CCC(C)C)C(CCO)C1 (configuration not stated)
28) COc1ccc(NC(=O)CSc2nc3ccccc3n2CC(=O)N(C)C2CCCCC2)cc1
29) Cc1ccc(S(=O)(=O)c2cc3c(=O)n4ccccc4nc3n(Cc3ccco3)c2=N)cc1C
30) CS(=O)(=O)N(CCc1ccccc1)CC(=O)NCc1ccc(Cl)cc1
31) O=C1C(Cc2ccc(O)cc2)NC(=S)N1c1ccccc1 (configuration not stated)
32) CSc1ncccc1C(=O)NNC(=O)c1ccc(NS(=O)(=O)c2cccs2)cc1

Screen / compound no.	25	26	27	28	29	30	31	32
AMA1-RON2 inh	1%	21%	37%[activator]	.	22%	12%	0%	49%[activator]
Giardia FBPA inh	4%	16µM*	-2%	.	-17%	1%	7%	.
Sm TGR block	-6%	?	7%	4%	-4%	-2%	0%	-8%
AmpC inh detg	?	-7%	8%	7%	-11%	1%	5%	?
HCV inh	?	-24%	7%	.	?	-13%	8%	1%
HCMV antiviral	9	-24	0	29	-32	15	43	-5

Single values from the results shown.
`CS(=O)(=O)N(CCc1ccccc1)CC(=O)NCc1ccc(Cl)cc1` in HCMV antiviral is listed with 15
`Cc1ccc(S(=O)(=O)c2cc3c(=O)n4ccccc4nc3n(Cc3ccco3)c2=N)cc1C` in Giardia FBPA inh is listed with -17%

The results go on:
33) Cc1ccc(S(=O)(=O)NNC(=O)c2sccc2-n2cccc2)cc1
34) CC(C)OC(=O)c1ccc(NC(=O)CSc2nc3ncccc3[nH]2)cc1
35) CCOC(=O)C1C(=O)NC(SCC(N)=O)=C(C#N)C1c1ccccc1OCC (configuration not stated)
36) O=C(Nc1ccc(Cl)c(Cl)c1)C1CCCCC1
37) Cc1ccccc1OCCNCC(C)O (configuration not stated)
38) CCOC(=O)c1c(NC(=O)COC)sc(C)c1C
39) N/C(=N\OC(=O)CN1C(=O)c2ccccc2C1=O)c1ccc(Br)cc1
40) CC1(C)C(=O)Nc2ccccc2N1C(=O)COC(=O)CNS(=O)(=O)c1ccc(Br)cc1Cl

Screen / compound no.	33	34	35	36	37	38	39	40
AMA1-RON2 inh	0%	26%	8%	17%	?	4%	-3%	-9%
Giardia FBPA inh	-7%	-7%	-1%	.	?	2%	3%	.
Sm TGR block	-1%	.	-1%	-2%	-1%	-19%	1%	.
AmpC inh detg	5%	4%	?	?	0%	-10%	-2%	.
HCV inh	16%	11µM*	13%	-23%	5%	?	1%	25%
HCMV antiviral	-2	-26	-6	-34	-10	-11	-33	-23

41) COCCNC(=S)N1CCc2cc(OC)c(OC)cc2C1COc1ccc(F)cc1 (configuration not stated)
42) C[C@]12CCC3C(CC[C@H]4C[C@@H](O)CC[C@]34C)C1CC[C@@H]2O (some centres not stated)
43) CCN(C[C@H]1N[C@@](Cc2ccccc2)(C(=O)OC)[C@H]2C(=O)N(C)C(=O)[C@@H]12)C(=O)c1ccccc1
44) N=c1occ(C(=O)c2cc(F)ccc2O)cc1C(=O)NC1CCCCC1
45) COc1ccc2nc(NC(=O)C34CC5CC(CC(NC(C)=O)(C5)C3)C4)sc2c1
46) CC1(C)CC(=O)C(C(C#Cc2ccccc2)C2=C(O)CC(C)(C)CC2=O)=C(O)C1
47) CC(=O)Oc1cccc(N2C(=O)C3CC=C(Cl)CC3C2=O)c1 (configuration not stated)
48) Cc1ccc(S(=O)(=O)N2CCN(C)CC2)c(C)c1N(C)S(=O)(=O)c1ccc(Cl)cc1

Screen / compound no.	41	42	43	44	45	46	47	48
AMA1-RON2 inh	-10%	-12%	-5%	-8%	-12%	8%	3%	-7%
Giardia FBPA inh	-7%	.	.	-10%	.	.	0%	0%
Sm TGR block	8%	.	.	-17%	-9%	4µM*	2%	22%
AmpC inh detg	-8%	.	.	2%	-6%	-6%	?	-8%
HCV inh	-14%	14%	-2%	?	1%	-15%	-9%	1%
HCMV antiviral	18	-10	-25	-26	?	-24	-2	-8

49) Cc1cccc(C2CC(=O)Nc3cc4c(cc32)OCO4)c1 (configuration not stated)
50) COc1cc(C2c3[nH]c4ccccc4c3C[C@H]3C(=O)N(CCO)CC(=O)N23)cc(OC)c1OC (some centres not stated)
51) COc1ccc(NC(=O)Nc2ccc3c(c2)C(=O)N([C@H](C)CO)C[C@H](C)[C@@H](CN(C)S(=O)(=O)c2ccc(F)cc2)O3)cc1
52) CCOc1cc(C=O)cc(Cl)c1OCC(N)=O
53) Oc1oc(-c2ccco2)nc1C=Nc1cccc(Cl)c1
54) CCOC(=O)N/N=C(/C)c1ccc([N+](=O)[O-])o1
55) CCc1ccccc1N(CC)C(=O)c1c(C)oc2ncn(C)c(=O)c12
56) CC(C)CC(=O)Nc1ccccc1N1CCOCC1

Screen / compound no.	49	50	51	52	53	54	55	56
AMA1-RON2 inh	.	1%	16%	-9%	-5%	.	.	5%
Giardia FBPA inh	.	8%	.	-8%	-4%	-3%	.	-3%
Sm TGR block	2%	10%	.	-12%	-17%	-25%	0%	-3%
AmpC inh detg	4%	5%	.	-1%	-18%	?	-2%	-16%
HCV inh	.	19%	17%	9%	?	.	.	-28%
HCMV antiviral	-17	77	-8	6	-15	-18	-5	2

Some of these compounds in order of molar mass, rising:
54) CCOC(=O)N/N=C(/C)c1ccc([N+](=O)[O-])o1
49) Cc1cccc(C2CC(=O)Nc3cc4c(cc32)OCO4)c1 (configuration not stated)
53) Oc1oc(-c2ccco2)nc1C=Nc1cccc(Cl)c1

Screen / compound no.	54	49	53
AMA1-RON2 inh	.	.	-5%
Giardia FBPA inh	-3%	.	-4%
Sm TGR block	-25%	2%	-17%
AmpC inh detg	?	4%	-18%
HCV inh	.	.	?
HCMV antiviral	-18	-17	-15

The listing continues:
57) COCCOC(=O)c1c(C)oc2ccc(NS(=O)(=O)c3ccc(F)cc3)cc12
58) Cc1ccc(-c2nc(CS(=O)(=O)CC(=O)Nc3cc(C)ccc3C)c(C)o2)cc1
59) N/C(Cc1ccc(Cl)cc1Cl)=N\OC(=O)c1ccc(Br)o1
60) CCCn1ccnc1SCC(=O)Nc1c(C)n(C)n(-c2ccccc2)c1=O

Screen / compound no.	57	58	59	60
AMA1-RON2 inh	-2%	.	-10%	2%
Giardia FBPA inh	-1%	.	-6%	.
Sm TGR block	0%	-35%	-2%	4%
AmpC inh detg	2%	-4%	-1%	?
HCV inh	-10%	.	-4%	8%
HCMV antiviral	-11	-15	8	-11

Two of the compounds above, with each value named:
#59 N/C(Cc1ccc(Cl)cc1Cl)=N\OC(=O)c1ccc(Br)o1
  AMA1-RON2 inh = -10%; Giardia FBPA inh = -6%; Sm TGR block = -2%; AmpC inh detg = -1%; HCV inh = -4%; HCMV antiviral = 8
#57 COCCOC(=O)c1c(C)oc2ccc(NS(=O)(=O)c3ccc(F)cc3)cc12
  AMA1-RON2 inh = -2%; Giardia FBPA inh = -1%; Sm TGR block = 0%; AmpC inh detg = 2%; HCV inh = -10%; HCMV antiviral = -11

Two compounds drawn at random from the list so far:
57) COCCOC(=O)c1c(C)oc2ccc(NS(=O)(=O)c3ccc(F)cc3)cc12
60) CCCn1ccnc1SCC(=O)Nc1c(C)n(C)n(-c2ccccc2)c1=O

Screen / compound no.	57	60
AMA1-RON2 inh	-2%	2%
Giardia FBPA inh	-1%	.
Sm TGR block	0%	4%
AmpC inh detg	2%	?
HCV inh	-10%	8%
HCMV antiviral	-11	-11
